# Bioassay records as filed in PubChem.
# aDG glyco up – activators of alpha-DG glycosylation, primary screen, uHTS, Pro5-aDG cells, AlphaScreen | activation, % at 10 µM | alpha-DG glycosylation AlphaScreen (IIH6); 0% Pro5, 100% B10-LARGE cell signal | 360,000 compounds, 0.22% hits;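 active means activation of at least 8% versus controls, or a plate z-score of at least 8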;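 further: Pro5 are CHO cells carrying HIG-tagged alpha-DG that lacks glycosylation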
# CaV13 FRET inh – Disruptors of the CACNA1D IQ motif to Ca2+-dependent inactivation inhibitor domain association, primary screening, Förster resonance energy transfer in intact living …. 340,000 compounds, 0.098% hits. HEK cells, CFP/YFP FRET ICDI-IQ, plate reader, 10 min; percent FRET-ratio fall versus neutral wells. inhibition, % at 12.3 µM;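 active means mean replicate inhibition of at least 30% and at least 1% of replicates passing that level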;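 further: 0% = median of the neutral control wells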
# N-glyco inh – increase of ERlucT glycosylation luciferase signal, primary screen, N-linked glycosylation inhibitor project, D54 ERlucT cells, luminescence, set 2; D54 ERlucT glycosylation luciferase reporter, 24 h; percent of 100 nM tunicamycin response; reporter increase, % at 12.5 µM; 360,000 compounds, 0.23% hits; AID 588692, 2011;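 active means mean luciferase reporter signal, scaled so untreated is 0 and the glycosylation-blocking control 100, at or above a set limit in every replicate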;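 further: luciferase carries N-glycosylation sites so blocking glycosylation raises the light; 0% = median of neutral control wells and 100% = median of 100 nM tunicamycin wells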
# PDI inh – inhibitors of human PDI, primary screen, biochemical, turbidity, single point, plate reader. Protein disulfide-isomerase (Homo sapiens), P07237. 350,000 compounds, 0.052% hits. PDI insulin aggregation turbidity, A650, 90 min. inhibition, % at 10 µM;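 active means mean inhibition across replicates of 30% or more, whatever share of single replicates reach that level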;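 further: absorbance from insulin aggregation driven by PDI reduction with DTT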
# Target sequence (P07237 whole entry, looked up): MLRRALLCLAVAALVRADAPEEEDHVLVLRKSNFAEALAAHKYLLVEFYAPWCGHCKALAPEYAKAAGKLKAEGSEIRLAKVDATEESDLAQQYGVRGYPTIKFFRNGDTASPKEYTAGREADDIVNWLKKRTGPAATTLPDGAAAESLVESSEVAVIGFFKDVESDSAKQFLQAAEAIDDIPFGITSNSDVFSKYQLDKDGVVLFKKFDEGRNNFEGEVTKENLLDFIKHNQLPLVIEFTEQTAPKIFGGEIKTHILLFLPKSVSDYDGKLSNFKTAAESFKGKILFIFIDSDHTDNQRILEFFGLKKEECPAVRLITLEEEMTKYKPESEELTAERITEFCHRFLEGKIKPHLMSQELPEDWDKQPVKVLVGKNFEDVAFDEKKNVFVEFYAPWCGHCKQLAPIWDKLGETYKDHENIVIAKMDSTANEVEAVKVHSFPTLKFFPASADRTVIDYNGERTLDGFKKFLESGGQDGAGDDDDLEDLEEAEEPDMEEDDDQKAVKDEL
# Vif inh – HIV Vif self-association inhibitors, primary screen, imaging, HEK293T, single point; HEK293T cells, Vif self-association by quenched fluorescence, 24 h; 340,000 compounds, 0.35% hits; inhibition, % at 7.49 µM; in the data active means inhibition above about 50%, passing the limit was not always enough; further: some results filed as inactive read as strong as hits
# Cardio protect – cardioprotection against H2O2-induced cell death, primary screen, uHTS, H9c2 cells, ATPLite luminescence; 360,000 compounds, 0.63% hits; protection from H2O2 cell death, % at 20 µM; H9c2 cardiomyocytes, H2O2 injury protection, 2 h;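 active means compounds giving at least 50% protection of heart cells from peroxide-induced death in the single-dose screen, raw or plate-pattern-corrected value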;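 further: 0% = DMSO wells with peroxide and 100% = DMSO wells without peroxide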
# m5-HT2A agonist – mouse Htr2a agonists via beta-arrestin recruitment, primary screen, cell-based, luminescence; 5-hydroxytryptamine receptor 2A (Mus musculus), P35363; CHO-K1 mHTR2A beta-arrestin complementation; percent of 30 µM serotonin response; activation, % at 7.6 µM; 360,000 compounds, 0.66% hits;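 active means activation above a run cutoff, the mean activation of all tested compounds plus 3 SD, cut at about 14% in these data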;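 further: 0% = plate median of compound wells and 100% = 30 µM serotonin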
# MC4R antag cAMP – MC4R antagonists of cAMP signaling, primary screen, cell-based, TR-FRET, antagonist arm of biased-ligand search. 360,000 compounds, 0.48% hits. Melanocortin receptor 4 (Homo sapiens), P32245. MC4R-expressing cells, MTII-stimulated cAMP, LANCE TR-FRET. inhibition, % at 6.5 µM;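 active means inhibition above its plate's cutoff, the mean of tested wells on that plate plus 3 SD, cut at about 29% in these data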;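 further: 0% = Melanotan II alone and 100% = Melanotan II plus saturating MCL0020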
# Target sequence (P32245 whole entry, looked up): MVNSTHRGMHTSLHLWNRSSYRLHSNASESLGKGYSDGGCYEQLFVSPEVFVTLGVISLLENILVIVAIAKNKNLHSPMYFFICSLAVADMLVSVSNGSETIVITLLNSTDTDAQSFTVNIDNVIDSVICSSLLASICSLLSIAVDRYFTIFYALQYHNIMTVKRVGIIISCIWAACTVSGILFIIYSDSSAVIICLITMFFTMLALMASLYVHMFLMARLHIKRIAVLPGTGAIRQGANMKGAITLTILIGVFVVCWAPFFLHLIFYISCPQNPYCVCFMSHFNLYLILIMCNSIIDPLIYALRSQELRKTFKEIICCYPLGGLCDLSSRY
#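 System: U2OS cells stably expressing human melanocortin 4 receptor (MC4R). Reagent: Melanotan II challenge after compound preincubation. Doses: 6.5 µM. Times: 30-min compound, 1-h challenge, 1-h detection, room temperature. Measured by: TR-FRET with Eu-cAMP and labeled anti-cAMP, 671 nm. Replicates: singlicate.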
# MC4R ag barr – MC4R agonists recruiting beta-arrestin, primary screen, cell-based, luminescence, agonist arm of biased-ligand search. Melanocortin receptor 4 (Homo sapiens), P32245. U2OS MC4R beta-arrestin complementation; percent of melanotan II response, DMSO zero. activation, % at 8.9 µM. 360,000 compounds, 0.98% hits. AID 540308, 2011;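 active means activation above a per-plate cutoff, the mean activation of sample wells on that plate plus 3 SD, cut at about 8% in these data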
# ABCB6 inh MLPCN – ABCB6 transporter inhibitors, primary screen, K562-ABCB6 cells, flow cytometry, MLPCN library | K562-ABCB6 porphyrin accumulation, 1 h; stronger effect = lower value | 360,000 compounds, 0.19% hits | fluorescence ratio to DMSO, % at 10 µM;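 active means fluorescence ratio to DMSO below 75%, the collection mean minus 3 SD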;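 further: signal is porphyrin accumulated inside mitochondria; 100% equals median channel fluorescence of DMSO control wells; lower ratio means ABCB6 inhibition with less porphyrin fluorescence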
# Starred values were filed as active, the others as inactive; x = no result given. An unsorted share of the library. About 3.6% of those tested had a hit in this group.
[1] Cc1cc(C)nc(NC(=O)c2c(F)c(F)c(F)c(C(=O)Nc3cc(C)cc(C)n3)c2F)c1
[2] O=C(O)CSc1nccn1-c1cccc(Cl)c1
[3] OCCCNc1nc(-c2ccc(Br)cc2)nnc1-c1ccc(Cl)cc1
[4] CCOC(=O)N1N=C(C)CC1(O)c1ccccc1 (configuration not stated)
[5] COc1ccccc1N1C(=O)N(C(C)=O)C2C1Nc1ccccc1N2C (configuration not stated)
[6] CCOc1ccc(CCNS(=O)(=O)c2ccc3c(c2)oc(=O)n3C)cc1OCC

Compound,1,2,3,4,5,6
Vif inh,16,-2,2,-1,-2,-6
PDI inh,0,1,-6,0,-1,-3
Cardio protect,16,8,-12,2,11,-2
N-glyco inh,9,1,5,4,1,0
aDG glyco up,1.0,-0.1,0.2,-0.2,0.2,-0.2
m5-HT2A agonist,-3,1,4,4,5,2
MC4R antag cAMP,15,0,22,-5,-12,-2
CaV13 FRET inh,-21,-7,-5,-4,-8,-3
MC4R ag barr,-0.7,0.7,-1.2,-1.5,-1.3,-1.4
ABCB6 inh MLPCN,98,97,96,94,190,97

[7] S=C(Nc1ccc2nsnc2c1)NC1CCCCC1
[8] COc1ccc(S(=O)(=O)N2CCOC2CNC(=O)C(=O)NCc2ccncc2)cc1OC (configuration not stated)
[9] O=C(Nc1ccc(C(=O)NCCCN2CCN(c3ccccc3)CC2)cc1)C1=CSCCO1
[10] COc1ccc(CCCNC(=O)C2(C)Cc3c(-c4ccc5c(c4)OCO5)ccnc3O2)cc1 (configuration not stated)
[11] CN(CC(=O)Nc1cccc(Cl)c1)C1=NS(=O)(=O)c2ccccc21
[12] COc1cc(C(=O)N=C2SC3CS(=O)(=O)CC3N2c2ccccc2)cc(OC)c1OC (configuration not stated)

Compound,7,8,9,10,11,12
Vif inh,2,2,11,-2,-6,2
PDI inh,8,-10,4,3,1,-15
Cardio protect,-6,5,2,27,4,4
N-glyco inh,0,2,-3,22,1,4
aDG glyco up,3.7,-0.1,-0.2,-0.1,0.0,0.2
m5-HT2A agonist,2,1,-1,1,12,8
MC4R antag cAMP,19,-5,0,-16,11,7
CaV13 FRET inh,-2,x,-5,-5,-6,-3
MC4R ag barr,0.5,0.0,-1.5,0.0,0.7,-2.8
ABCB6 inh MLPCN,97,96,97,98,103,98

[13] O=C1CC(NCC2CCCO2)C(=O)N1c1ccc(Cl)cc1 (configuration not stated)
[14] COc1ccc(N2CCOCC2)c(NC(=O)COc2cccc(C)c2)c1
[15] Cc1cc(C)nc(CC(N)=O)n1
[16] CCC(c1c(C)[nH]oc1=O)c1c(C)[nH]oc1=O
[17] C[C@@H]1NS(=O)(=O)c2cc(Cl)ccc2O[C@@H]1c1ccccc1
[18] Fc1ccc(-n2nnc(-c3ccccc3)n2)cc1

Compound,13,14,15,16,17,18
Vif inh,-2,-5,x,-11,12,3
PDI inh,6,-3,-11,18,4,1
Cardio protect,17,-1,9,-6,-3,7
N-glyco inh,0,-4,1,1,-3,3
aDG glyco up,-0.1,-0.3,-0.1,-0.1,0.0,-0.1
m5-HT2A agonist,-4,-1,0,2,2,8
MC4R antag cAMP,1,10,-2,1,8,18
CaV13 FRET inh,-2,x,x,-5,-7,-2
MC4R ag barr,-0.9,-3.9,-1.5,-1.6,-0.4,-0.2
ABCB6 inh MLPCN,98,95,109,93,95,108

# 10 compounds already listed, ordered by length of the SMILES, rising.
[15] Cc1cc(C)nc(CC(N)=O)n1
[7] S=C(Nc1ccc2nsnc2c1)NC1CCCCC1
[18] Fc1ccc(-n2nnc(-c3ccccc3)n2)cc1
[13] O=C1CC(NCC2CCCO2)C(=O)N1c1ccc(Cl)cc1 (configuration not stated)
[14] COc1ccc(N2CCOCC2)c(NC(=O)COc2cccc(C)c2)c1
[11] CN(CC(=O)Nc1cccc(Cl)c1)C1=NS(=O)(=O)c2ccccc21
[17] C[C@@H]1NS(=O)(=O)c2cc(Cl)ccc2O[C@@H]1c1ccccc1
[6] CCOc1ccc(CCNS(=O)(=O)c2ccc3c(c2)oc(=O)n3C)cc1OCC

Compound,15,7,18,13,14,11,17,6
Vif inh,x,2,3,-2,-5,-6,12,-6
PDI inh,-11,8,1,6,-3,1,4,-3
Cardio protect,9,-6,7,17,-1,4,-3,-2
N-glyco inh,1,0,3,0,-4,1,-3,0
aDG glyco up,-0.1,3.7,-0.1,-0.1,-0.3,0.0,0.0,-0.2
m5-HT2A agonist,0,2,8,-4,-1,12,2,2
MC4R antag cAMP,-2,19,18,1,10,11,8,-2
CaV13 FRET inh,x,-2,-2,-2,x,-6,-7,-3
MC4R ag barr,-1.5,0.5,-0.2,-0.9,-3.9,0.7,-0.4,-1.4
ABCB6 inh MLPCN,109,97,108,98,95,103,95,97

[9] O=C(Nc1ccc(C(=O)NCCCN2CCN(c3ccccc3)CC2)cc1)C1=CSCCO1
[12] COc1cc(C(=O)N=C2SC3CS(=O)(=O)CC3N2c2ccccc2)cc(OC)c1OC (configuration not stated)

Compound,9,12
Vif inh,11,2
PDI inh,4,-15
Cardio protect,2,4
N-glyco inh,-3,4
aDG glyco up,-0.2,0.2
m5-HT2A agonist,-1,8
MC4R antag cAMP,0,7
CaV13 FRET inh,-5,-3
MC4R ag barr,-1.5,-2.8
ABCB6 inh MLPCN,97,98

# Part of the list above in order of heavy-atom count, falling:
[17] C[C@@H]1NS(=O)(=O)c2cc(Cl)ccc2O[C@@H]1c1ccccc1
[16] CCC(c1c(C)[nH]oc1=O)c1c(C)[nH]oc1=O
[15] Cc1cc(C)nc(CC(N)=O)n1

Compound,17,16,15
Vif inh,12,-11,x
PDI inh,4,18,-11
Cardio protect,-3,-6,9
N-glyco inh,-3,1,1
aDG glyco up,0.0,-0.1,-0.1
m5-HT2A agonist,2,2,0
MC4R antag cAMP,8,1,-2
CaV13 FRET inh,-7,-5,x
MC4R ag barr,-0.4,-1.6,-1.5
ABCB6 inh MLPCN,95,93,109

# (next part)
[19] COc1ccc(C(O)(CCc2ccccc2)CCN2CCCCC2)cc1 (configuration not stated)
[20] CCC(C)NC(=O)CSC1=Nc2ccccc2C2=NC(c3ccccc3)C(=O)N12 (configuration not stated)
[21] COC(=O)Nc1c(C)nn(Cc2ccccc2C)c1C
[22] CC(C)CN(C(=O)CCC1CCCCC1)c1c(N)n(CC(C)C)c(=O)[nH]c1=O
[23] O=C(NNC(=O)c1ccccc1O)c1ccc(S(=O)(=O)Nc2ccccc2)cc1
[24] COCCCNC(=O)/C(C#N)=C/c1cccc(NC(=O)c2ccccc2Cl)c1
[25] CCc1nnc(NC(=O)C2CCN(C(=O)c3ccccc3C)CC2)s1

Compound,19,20,21,22,23,24,25
Vif inh,2,5,10,11,-3,2,-10
PDI inh,-2,-4,-7,1,2,1,-2
Cardio protect,-8,13,-6,2,58*,-3,0
N-glyco inh,-3,4,1,-2,0,18,1
aDG glyco up,1.1,0.0,-0.1,0.3,-0.1,0.2,0.6
m5-HT2A agonist,4,1,5,8,-6,-4,0
MC4R antag cAMP,-3,2,-4,6,7,-12,11
CaV13 FRET inh,-7,-4,-4,-6,-15,-6,-5
MC4R ag barr,1.3,-3.2,-1.3,-3.5,-5.2,-1.7,-0.9
ABCB6 inh MLPCN,92,96,98,99,99,101,98
